MCF10A rereplic: induces DNA re-replication in MCF 10a normal breast cells | MCF 10A DNA re-replication, Hoechst nuclear intensity, 48 h | 350,000 tested, 2.9% active | Potency, µM (series often up to 46.1 µM), for the others: at the top dose activity, positive = re-replication, actives largely listed as activators; also: potency is read from the fitted curve at half-maximal effect; % of control where 0% means no effect; nearly all actives have a fitted effect of over 50% in size
IL-1B inflam inh: blocks inflammasome-driven IL-1 beta release. THP-1 LPS/ATP IL-1B secretion, AlphaLISA, 16 h; active compounds read low. activity change, % at 57.5 µM. 360,000 tested, 4.7% active. AID 743279; in the data active = activity change below about -50%; inconclusive = mostly about -30% to -49%; also: % is scaled to controls: 0 for no effect and ±100 for the full control effect
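THP-1 cells pretreated 1 hr with compounds (up to 57.5 uM final), then stimulated with LPS (250 ng/mL final) plus ATP (1.25 mM final); secreted IL-1B measured by AlphaLISA after 16 hr, decreased signal indicating inhibition.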
ATXN viability: viability counter-screen for ATXN expression inhibitors; AID 651635; Potency, µM (titrated, usually from 56.7 µM), hits mostly cytotoxic; 400,000 tested, 0.49% active; S2 cells (HEK-293 line with an ATXN2-luciferase reporter) viability, CellTiter-Fluor protease fluorescence, 24 h; also: potency is read from the fitted curve at half-maximal effect; nearly all actives have a fitted effect of over 40% in size
KB-3-1 cytotox: kills parental KB-3-1 adenocarcinoma cells | AID 1347075 | KB-3-1 viability, CellTiter-Glo ATP luminescence, 72 h | Potency, µM (titrated, usually from 46.1 µM), inactives show at the highest dose activity change, negative = cytotoxic, actives largely listed as cytotoxic | 400,000 tested, 1.4% active; also: potency is read from the fitted curve at half-maximal effect; % is scaled to controls: 0 for no effect and ±100 for the full control effect; nearly all actives have a fitted effect of over 60% in size
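Screening of KB-3-1 cells (DMEM, 10% FBS, phenol-red free) ran from lowest to highest compound concentration; after 72 h at 37 °C viability was read luminescently and curves fitted.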
HepG2 viability: counter-screen for TGF-b inhibitors: cytotoxicity in HepG2 cells; HepG2 CAGA-GFP viability, ATP luminescence, 18 h; 410,000 tested, 0.76% active; Potency, µM (top dose mostly 46.1 µM), for inactives: at the highest dose activity change, negative = cytotoxicity, most hits filed as cytotoxic; also: potency is read from the fitted curve at half-maximal effect; some results filed as inactive show a strong effect at the top dose
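CellTiter-Glo luminescence gave cytotoxicity after 18 hours at 37 degrees C. The cells were HepG2 CAGA-GFP in 1% FBS DMEM, stimulated with 500 pg/mL TGF-beta after compound addition. %Activity was normalised to no-cell wells (complete cell-killing) and DMSO (no toxicity), and curves were fitted and classified.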
HT1080 IDH1KD tx: kills HT-1080 cells with IDH1 knockdown. HT-1080 IDH1 knockdown viability, ATP luminescence, 48 h. Potency, µM (series often up to 46.1 µM), inactives show top-dose activity, negative = toxicity, usual class: cytotoxic. 360,000 tested, 2% active;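 also: potency is read from the fitted curve at half-maximal effect; 0% = DMSO wells and -100% = cell-free medium wells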
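IDH1KD HT-1080 cells, 750/well, RPMI + 5% FBS; compound pinned after 2 h settling; 48 h, 37 °C; CellTiter-Glo luminescence; % activity normalised to DMSO and no-cell wells; curves fitted, classed by r2 and efficacy.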
ATXN2 expr inh: reduces ATXN2 reporter expression in HEK-293 cells | HEK-293 ATXN2-luciferase reporter, luminescence, 24 h | Potency, µM (doses to about 57 µM), without a hit: at the top dose activity change, negative = inhibition, most hits filed as inhibitors | 360,000 tested, 0.72% active; also: potency is read from the fitted curve at half-maximal effect; % is scaled to controls: 0 for no effect and ±100 for the full control effect; nearly all actives have a fitted effect of over 55% in size
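qHTS (up to 57 uM final) was run with 24 h compound exposure of reporter cells at 37 °C. Each well was multiplexed: SteadyGlo luminescence measured ATXN2-luciferase expression after a fluorogenic Gly-Phe-AFC viability readout (25 uM final).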
HT1080NT lethal: kills 2HG-producing HT-1080-NT fibrosarcoma cells; HT-1080-NT fibrosarcoma viability, CellTiter-Glo ATP luminescence, 48 h; Potency, µM (titrated, usually from 46.1 µM), inactives show at the top dose activity, negative = less viability, usual class: cytotoxic; 360,000 tested, 1.6% active; AID 686970;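 also: NT is the 2HG producing partner of a matched IDH1 knockdown line; potency is read from the fitted curve at half-maximal effect; 0% = DMSO-treated cells and -100% = media-only wells without cells; nearly all actives have a fitted effect of over 55% in size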
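Read-out is CellTiter-Glo luminescence after 10 minutes at room temperature, following 48 hours' compound treatment of HT-1080-NT cells (750 cells/well, RPMI, 5% FBS, 37 degrees C).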
SW480 rereplic: induces DNA re-replication in SW480 colon adenocarcinoma cells | SW480 DNA re-replication, Hoechst DNA content imaging, 48 h | Potency, µM (highest dose often 46.1 µM), for inactives: top-dose re-replication activation, most hits filed as activators | 340,000 tested, 1.8% active | AID 624297; also: potency is read from the fitted curve at half-maximal effect; % of control where 0% means no effect; nearly all actives have a fitted effect of over 55% in size
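Treated cells incubate 48 hr (37 C, 5% CO2), are stained 40 min with Hoechst, and nuclear fluorescence is enumerated; a rise in nuclei with high DNA signal marks re-replication.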
Numbers without * were called inactive; i = inactive; ? = inconclusive; . = no result given; & = joins results of further samples; [ ] = remark or other dose. Unless noted, calls follow the shape of the dose curve; as a rule, active = well fitted curve in the direction sought with a large enough effect; inconclusive = small, poorly fitted or top-dose-only effect, or another doubt; inactive = no such curve, though single readings can be large; an effect the other way counts as inactive or inconclusive.

SMILES	MCF10A rereplic	IL-1B inflam inh	ATXN viability	KB-3-1 cytotox	HepG2 viability	HT1080 IDH1KD tx	ATXN2 expr inh	HT1080NT lethal	SW480 rereplic
CCCCOC(=O)c1ccc(NC(=O)C(=O)NCc2ccncc2)cc1	2%	24	?	-1%	16%	-20%	-6%	-19%	-2%
COc1ccccc1CNC1CCN(Cc2ccccc2)CC1	17%	?	i	-23%	-20%	-20%	-17%	-10%	-79%[inhibitor]
OC(COCc1ccc2c(c1)OCO2)CN1CCN(Cc2ccccc2)CC1 (configuration not stated)	-8%	-8	i	-10%	-3%	-2%	0%	-10%	-5%
COc1ccc(NC(=O)CCNC(=O)Cn2cnc3sc4c(c3c2=O)CCCC4)c(OC)c1	-3%	-17	i	0%	-13%	-1%	1%	-1%	-1%
Cc1cc2c(c(C#N)c1C)NC=NC2C (configuration not stated)	.	-4	i	2%	-21%	3%	.	-13%	.
CCCCCCCCN1N=N[C@H]2[C@H]1[C@@H]1C[C@H]2N(C(=O)OC(C)(C)C)O1	?	-14	i	0%	-23%	1%	2%	0%	9%
O=C(Nc1ccccc1Cl)O/N=C/c1ccncc1	3%	-15	i	1%	-19%	0%	7%	12%	-4%
CCN(CC(=O)Nc1ccc2c(c1)OCCO2)C(=O)c1cccc(S(=O)(=O)N2CCOCC2)c1	1%	13	?	0%	7%	13%	9%	2%	-11%
COC(=O)c1c(-c2ccc(N(C)C)cc2)sc2ccc(OC)cc12	?	39	.	-14%	-24%	-3%	15%	?	15µM*
COc1ccc(C(=O)COC(=O)CCCC(=O)NC2CCCCC2)cc1	2%	4	i	-10%	4%	6%	-3%	3%	3%
Cc1cc(C(=O)NCCCn2ccnc2)cs1	-13%	1	i	1%	-3%	12%	5%	-3%	-13%
CCOC(=O)c1c(C)oc(C)c(C(=O)OCC)c1=O	-4%	14	i	16%	-3%	2%	2%	15%	-3%
Cc1ccc(-c2nc(C)sc2CC(=O)Nc2nnc(C)s2)cc1	0%	26	i	20%	0%	-9%	-17%	-20%	-1%
O=C(Nc1ccc(Cl)cc1)Nc1cc(S(=O)(=O)N2CCOCC2)ccc1N1CCCC1	?	-28	?	?	-26%	0%	-16%	3%	-1%
COC(=O)CNC(=O)C1CCN(S(=O)(=O)c2cccc3nsnc23)CC1	?	-6	i	7%&7%	22%&-2%	-4%	-4%	-4%	0%
O=CNc1cc(-c2cccc(O)c2)cn2c(-c3ccc(F)cc3)cnc12	.	-6	?	-1%	-20%	?	?	?	.
Cc1ccc2nc(/C(C#N)=C/c3cccc(Br)c3)[nH]c2c1	.	.	i	-28%	-46%	.	-28%	.	.
COc1cc(NC(=O)c2ccc(CNc3c(N4CCCC4)c(=O)c3=O)cc2)cc(OC)c1OC	0%	-12	i	-3%	13%	15%	4%	25%	-3%
O=c1[nH]c2c(c(=O)n1-c1ccccc1)CCO2	-2%	0	i	4%	-42%	6%	-6%	3%	-5%
COc1cc(C(=O)O/N=C2/C=C(C)C(=O)C=C2C)cc(OC)c1OC	5%	18	i	10%	-22%	21%	-9%	6%	-5%
Cc1ccn2c(C(=O)CSc3ccc(Cl)cc3Cl)c(C)nc2c1	-13%	-7	i	-4%	8%	0%	1%	2%	1%
CC(=O)Nc1cc2c(cc1Cl)Cc1cc(Cl)ccc1-2	6%	11	i	-15%	-28%	-4%	13%	-14%	0%
O=C(CSc1nnc2ccccn12)NCc1ccco1	-1%	8	i	3%	58%	1%	5%	13%	2%
Cc1cc(/C=N/NC(=O)C(O)(c2ccccc2)c2ccccc2)c(C)n1-c1ccc(C(=O)O)cc1	7%	-8	i	1%	8%	1%	-9%[11.3 µM]	-5%	0%
COc1ccc(-n2ccnc2CN2CCCC(CO)(Cc3cccc(OC)c3)C2)cc1 (configuration not stated)	0%	2	i	-12%	-29%	-5%	0%	-24%	2%
CCn1cc2nc(SCc3ccc(F)cc3)n(CCc3ccccc3)c(=O)c2n1	.	.	?	-1%	-31%	.	?	.	.
COc1cccc(N2CCN(c3ccc([N+](=O)[O-])cn3)CC2)c1	0%	0	i	0%	-1%	4%	-16%	6%	-3%
Cc1cccn2c(=O)c(C=O)c(Cl)nc12	?	-96*	?	-18%	-69%	?	?	?	?
COc1cc(/C=N/Nc2nc(C)cc(C)n2)ccc1O	.	24	?	0%	-25%	3%	.	5%	.
Cc1cc(C)c(NC(=S)N(CCN(C)C)Cc2cccs2)c(C)c1	-3%	-12	i	12%	-15%	0%	-24%	-2%	-3%
CCC(C(=O)OCC(=O)c1ccc(OC)cc1OC)c1ccccc1 (configuration not stated)	-1%	-29	i	?	-35%	4%	16%	-1%[9.24 µM]	7%
O=C(CN1C(=O)NC2(CCCCCCC2)C1=O)NCc1cccs1	2%	1	i	21%	-2%	-1%	22%	0%	-4%
Cc1cccnc1NC(=O)C1CCC1	0%	-2	i	-5%	-13%	3%	3%	5%	-56%
CN(C)c1ccccc1-c1csc(N2CCC(C(N)=O)CC2)n1	-1%	.	i	-1%	-21%	.	33%[activator]	.	-4%
Cc1ccc(NC(=O)c2cc([N+](=O)[O-])ccc2NCc2cccnc2)cc1	2%	?	i	-26%	-26%	?	12%	-1%	1%
Cc1c(C(=O)NCc2ccccn2)oc2ccc(S(=O)(=O)N3CCC4(CC3)OCCO4)cc12	-7%	0	i	-21%	-14%	-1%	-25%	0%	-10%
CSc1ccc(C(=S)N2CCCC2)cc1	7%	0	i	?	-3%	-6%	0%	-5%	?
CC(=O)Nc1ncc(Cc2ccc(Cl)cc2Cl)s1	-8%	24	i	-1%	-2%	-1%	-2%	-1%	-7%
O=c1[nH]c(=O)n(Cc2ccco2)c2c1C(C(F)(F)F)(C(F)(F)F)N=C(Cc1ccccc1)N2	17%	-12	i	0%	-18%	-15%	-3%	-10%	5%
CC1C(=O)C(C)C(c2ccco2)NC1c1ccco1 (configuration not stated)	-11%	23	i	-2%	-5%	2%[9.24 µM]	2%	-11%	-3%
Cc1ccc(N2NC(=O)/C(=C/c3ccc(-c4ccc(Cl)c(C(=O)O)c4)o3)C2=O)cc1C	?	28	i	7%	0%	5%	2%	2%	0%
CCCC(=O)Nc1ccc2c(c1)nc(CCN1CCN(c3ccccn3)CC1)n2C	8%	11	i	21%	-14%	7%	-19%	20%	15%
C[C@H]1CN([C@@H](C)CO)C(=O)CCCn2nncc2CO[C@H]1CN(C)S(C)(=O)=O	.	-6	i	0%	0%	2%	4%	0%	.
O=C(CN1C(=O)NC2(CCc3ccccc32)C1=O)Nc1ccc(Br)cc1F (configuration not stated)	2%	0	.	-21%	-3%	-22%	-19%	-4%[9.24 µM]	43%
S=c1[nH]nc(-c2ccc3ccccc3n2)n1-c1ccccc1Cl	-3%	42	i	6%	-6%	-9%	10%	0%	-4%
O=C(CSc1nnnn1-c1ccc(F)cc1)Nc1ccccc1F	12%	-7	i	3%	-5%	2%	5%	-8%	-45%[inhibitor]
Cc1cc(NC(=O)CSc2nccn2-c2cccc(F)c2)no1	0%	-3	i	2%	-18%	8%	-3%	13%	1%
COc1ccc(CCC(=O)Nc2nnc(C(F)(F)F)s2)cc1	-17%	28	i	-2%	-3%	4%	7%	2%	-12%
O=C(O)CC(c1cccc(O)c1)N1Cc2ccccc2C1=O (configuration not stated)	-2%	5	i	6%	17%	8%	.	8%	-3%
N#CC1=C(N)Oc2n[nH]c(-c3cccs3)c2C1c1ccncc1 (configuration not stated)	-3%	-10	?	30%	9%	10%	-21%	13%	-2%
NC(=S)N/N=C/c1ccc(-c2ccc(SC(F)F)cc2)o1	17%	-30	i	?	-53%	?	-17%	?	6%
COc1ccc(S(=O)(=O)n2nc(-c3cc(OC)c(OC)c(OC)c3)cc2N)cc1OC	18%	10	i	-15%	-16%	-3%	6%	-24%	-2%
O=C1CCCC(O)=C1Sc1cc(Cl)c(Cl)cc1Cl	1%	0	.	6%	-3%	-5%	-20%	-7%	-16%
CCCc1[nH]n(-c2ccc([N+](=O)[O-])cc2)c(=O)c1C(C)=NCc1ccncc1	2%	24	i	-25%	-17%	-23%	1%	-12%	3%
Cc1cccc(C)c1NC(=O)Cn1cc(C=O)c2ccccc21	1%	35	i	-5%	-1%	-6%	-25%	-6%	4%
COc1ccc2oc(C(=O)OCC(=O)NC3CCCC3)c(C)c2c1	-2%	-7	i	-10%	-6%	-10%	36%	0%	-4%
CN(Cc1cnn(C)c1)C(=O)C1CCC(=O)N(C2CCCCCC2)C1 (configuration not stated)	24%	4	i	.	5%	-1%	3%	0%	-2%
COc1ccc(C(=S)N2CCOCC2)cc1OC(=O)c1ccccc1	-30%	15	i	5%	3%	3%	-2%	12%	-17%
COC(=O)NNC(=O)C12CC3CC(CC(C3)C1)C2	3%	9	i	-1%	-3%	-3%	10%	-1%	6%
Cc1cccc(NS(=O)(=O)c2cccc(C(=O)N3CCN(S(=O)(=O)c4ccccc4)CC3)c2)c1	14%	14	?	-12%	4%	-12%	-20%	-14%	-7%
COc1ccccc1N1CCN(CCS(=O)(=O)c2cc(Cl)ccc2Cl)CC1	.	-4	?	1%	-5%	?	.	?	.

Part of the list above in order of molar mass, low to high:
SMILES	MCF10A rereplic	IL-1B inflam inh	ATXN viability	KB-3-1 cytotox	HepG2 viability	HT1080 IDH1KD tx	ATXN2 expr inh	HT1080NT lethal	SW480 rereplic
N#CC1=C(N)Oc2n[nH]c(-c3cccs3)c2C1c1ccncc1 (configuration not stated)	-3%	-10	?	30%	9%	10%	-21%	13%	-2%
CCCc1[nH]n(-c2ccc([N+](=O)[O-])cc2)c(=O)c1C(C)=NCc1ccncc1	2%	24	i	-25%	-17%	-23%	1%	-12%	3%
COc1ccc(S(=O)(=O)n2nc(-c3cc(OC)c(OC)c(OC)c3)cc2N)cc1OC	18%	10	i	-15%	-16%	-3%	6%	-24%	-2%

Source: PubChem (National Center for Advancing Translational Sciences (NCATS))
